Screening results: PubChem, National Center for Advancing Translational Sciences (NCATS)
MLL CXXC-DNA inh: inhibitors of human MLL CXXC domain-DNA interaction; Q03164; MLL-CXXC / FITC-HOXA9 DNA fluorescence polarization; Potency, µM (series often up to 115 µM), inactives show at the highest dose activity change, negative = inhibition, actives largely listed as inhibitors; hit rate 0.037% among 290,000; active means well fitted inhibition curve with a large enough effect in the polarisation, with a control signal flat, not every such curve was filed as active; inconclusive means small, poorly fitted or top-dose-only effect, or effect the other way, or a change in a side signal; inactive means no such curve, though single readings can be large or run the other way; the % refers to the polarisation; further: potency means the concentration at half of the fitted maximal effect
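Fluorescence polarization: 7 uM MLL-CXXC (stock) preincubated 5 min with compounds, then 50 nM fluorescein-HOX-A9 DNA (stock) added; 30 min ambient. Buffer 50 mM Tris-HCl pH 7.5, 50 mM NaCl, 1 mM DTT, 0.05% BSA.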
p53 reactivation: mutant p53 re-activation in reporter cells; H1299 p53-A138V BP100-luciferase reporter, luminescence, 24 h; hit rate 0.063% among 320,000; Potency, µM (titrated, usually from 92.2 µM), for inactives: at the top dose activity change, positive = activation, actives largely listed as activators; AID 504706; further: potency means the concentration at half of the fitted maximal effect; % of control where 0% means no effect; nearly all actives have a fitted effect of over 45% in size
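H1299 (p53-null), stable ts p53-A138V + BP100-Luc; 1000 cells/well, Opti-MEM/10% FBS; cpd 4 pt, 1:5; 24 h, 37 deg C, 5% CO2; detection reagent 10 min RT; luminescence.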
TCR activator: T cell receptor activation; 330,000 tested, under 10 active; Potency, µM (titrated, usually from 9.22 µM), without a hit: at the highest dose activation of IL-2 secretion, most hits filed as activators; primary human leukocytes, anti-CD3, IL-2 HTRF, 48 h; further: % of control where 0% means no effect
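Using a-CD3 beads without co-stimulation, primary human leukocytes were exposed to compounds for 48 hr. An HTRF IL-2 kit measured the cytokine, with europium-to-d2 energy transfer producing emission at 665nm upon 320nm excitation.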
PTAP TSG101 blk: blocks PTAP/TSG101 interaction to inhibit HIV-1 budding | Q99816 | Fluorescence polarization, FITC-PTAP peptide / Tsg101 binding | Potency, µM (top dose mostly 115 µM), without a hit: top-dose activity change, negative = inhibition, most hits filed as inhibitors | 340,000 tested, under 10 active; active means well fitted inhibition curve with a large enough effect in the main read-out, with a control signal flat, not every such curve was filed as active; inconclusive means small, poorly fitted or top-dose-only effect, or effect the other way, or a change in a side signal; inactive means no such curve, though single readings can be large or run the other way; further: potency means the concentration at half of the fitted maximal effect; % of control where 0% means no effect
Target sequence (Q99816 whole entry, looked up): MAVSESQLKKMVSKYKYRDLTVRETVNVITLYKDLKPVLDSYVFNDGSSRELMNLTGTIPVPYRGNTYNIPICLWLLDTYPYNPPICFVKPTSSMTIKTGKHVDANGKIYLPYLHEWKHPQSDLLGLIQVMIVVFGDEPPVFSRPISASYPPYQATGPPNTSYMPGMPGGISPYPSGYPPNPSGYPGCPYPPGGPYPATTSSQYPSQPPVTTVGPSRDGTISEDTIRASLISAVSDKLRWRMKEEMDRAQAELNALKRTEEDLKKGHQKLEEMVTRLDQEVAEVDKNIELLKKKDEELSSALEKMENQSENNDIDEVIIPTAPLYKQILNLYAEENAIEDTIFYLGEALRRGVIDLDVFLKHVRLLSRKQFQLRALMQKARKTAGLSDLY
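Fluorescence anisotropy tracks displacement of a FITC-tagged PTAP peptide (50 nM) from the Tsg101 binding domain (10 uM), following a 20 min room-temperature incubation at pH 7.5.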
BRCA1 expr up: increases BRCA1 expression | MCF7-BRCA1-FFLuc reporter, luminescence, 48 h; response scale: scaled: vehicle 0%, 10 µM genistein 100% | Potency, µM (doses to about 46.1 µM), for the others: at the top dose activation, most hits filed as activators | hit rate 1.1% among 380,000 | AID 624202; further: potency means the concentration at half of the fitted maximal effect; nearly all actives have a fitted effect of over 80% in size; some results filed as inactive show a strong effect at the top dose
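Using MCF7 cells harboring a BRCA1 firefly luciferase reporter, plated 2 h before compound pinning, the screen measured luminescence after 48 h incubation. Responses were normalized to DMSO and 10 microM genistein, then fitted for concentration-effect.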
TRPV1 agonist: agonists of human vanilloid receptor 1 (TRPV1) | Q8NER1 | TRPV1-expressing cells, Fluo-8 calcium influx, agonist mode | activation, % at 8.33 µM | hit rate 0.19% among 320,000 | AID 540275; in the data active means activation above about 80%; inconclusive means between about 30% and that limit; further: 0% is about no effect
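Fluo-8 calcium influx in TRPV1-expressing cells, kinetic read (ex 480/em 520 nm). Compound added and read 3 min for agonist activity, followed by capsaicin at EC20 final and 2 min further read for enhancement.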
a7 integrin act: integrin-mediated muscular dystrophy alleviation activation; Potency, µM (doses to about 38.3 µM), inactives show at the highest dose activation, usual class: activators; hit rate 0.064% among 350,000; alpha7betagal myoblasts, beta-gal FDG fluorescence, 48 h;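 further: potency means the concentration at half of the fitted maximal effect; 100% = response of the positive control SU9516; nearly all actives have a fitted effect of over 60% in size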
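alpha7betagal+/- myoblasts (passage 13, 250/well) treated 48 h at 37C with compounds at 1:260 dilution of DMSO stock. Lysed, then beta-galactosidase activity read as FDG fluorescence (ex 480/em 540) after 30 min, with pre-read for autofluorescence.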
ELG1 repair inh: blocks ELG1-dependent DNA repair in HEK293T cells. HEK293T ELG1-luciferase reporter, luminescence, 16 h; DNA damage induced by 5-fluorouridine. Potency, µM (highest dose often 46.1 µM), for the others: at the highest dose activity change, negative = inhibition, actives largely listed as inhibitors. hit rate 2.3% among 330,000; further: potency means the concentration at half of the fitted maximal effect; on the % scale 0 is the no-effect control and ±100 the full control effect; nearly all actives have a fitted effect of over 55% in size
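Cells (2,000 per well) received 5-fluorouridine plus test compound or DMSO and were incubated 16 hr at 37 °C, 5% CO2. Luciferase activity was read by luminescence 30 min after ONE-Glo addition; signal suppression marked inhibition of damage-induced ELG1 function.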
A-T KAP1 phos: potential ataxia-telangiectasia treatment | […] A-T fibroblasts, KAP-1 phosphorylation AlphaLISA; neocarzinostatin DNA damage 30 min before lysis | hit rate 0.19% among 320,000 | Potency, µM (top dose mostly 57.5 µM), for inactives: at the highest dose activation, actives largely listed as activators; further: potency means the concentration at half of the fitted maximal effect; % of control where 0% means no effect; nearly all actives have a fitted effect of over 45% in size
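hTERT-immortalized A-T patient fibroblasts ([…]), 500 cells/well in OPTI-MEM, 1% FBS, got compounds for 60 min, then NCS for 30 min at 37C. Lysates were then assayed for phospho-KAP-1 by AlphaLISA (anti-pKAP1 donor, anti-KAP1 acceptor beads), 6 hr at 25C.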
B2AR arrestin: beta2AR (human) beta-arrestin recruitment activity | P07550 | Potency, µM (highest dose often 46.1 µM), without a hit: top-dose activation, actives largely listed as activators | beta-arrestin recruitment to beta2AR, cell-based reporter | hit rate 0.02% among 330,000;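 further: potency means the concentration at half of the fitted maximal effect; 0% = DMSO controls and full agonism = EC100 isoproterenol or metaproterenol; nearly all actives have a fitted effect of over 65% in size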
Target sequence (P07550 whole entry, looked up): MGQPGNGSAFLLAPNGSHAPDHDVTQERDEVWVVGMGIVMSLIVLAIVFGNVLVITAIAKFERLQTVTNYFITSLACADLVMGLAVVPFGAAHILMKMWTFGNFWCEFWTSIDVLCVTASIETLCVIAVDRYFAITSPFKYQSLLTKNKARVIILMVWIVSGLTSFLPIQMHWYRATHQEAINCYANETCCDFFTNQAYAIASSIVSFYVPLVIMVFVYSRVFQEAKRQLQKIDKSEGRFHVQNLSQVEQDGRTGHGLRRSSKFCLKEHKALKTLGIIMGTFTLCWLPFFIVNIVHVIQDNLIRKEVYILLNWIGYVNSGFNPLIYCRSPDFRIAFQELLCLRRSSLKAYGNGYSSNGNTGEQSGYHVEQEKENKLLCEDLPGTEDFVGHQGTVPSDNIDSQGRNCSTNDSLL
Numbers without * were called inactive; ? = inconclusive; / = no result given; [ ] = another dose, or the depositor's remark. Unless noted, the call rests on the fitted dose curve; in most records, active means well fitted curve in the direction sought with a large enough effect; inconclusive means small, poorly fitted or top-dose-only effect, or another doubt; inactive means no such curve, though single readings can be large; an effect the other way counts as inactive or inconclusive. An unsorted share of the library. About 3.8% of those tested had a hit in this group.

Fields: MLL CXXC-DNA inh	p53 reactivation	TCR activator	PTAP TSG101 blk	BRCA1 expr up	TRPV1 agonist	a7 integrin act	ELG1 repair inh	A-T KAP1 phos	B2AR arrestin
- COc1cc(OC)cc(C(=O)NC2CCCN(Cc3ccc(Cl)cc3)C2)c1 (stereo unspecified)
 : -4%	-2%	-6%	-3%	-53%	23	14%	?	-1%	0.1%
- O=c1cc(N2CCN(c3ccc(F)cc3)CC2)[nH]c(=O)n1Cc1ccc(F)cc1
 : -4%	-3%	-1%	-2%	-35%	21	0%	?	-1%	0.1%
- O=C(Nc1ccccc1NC(=O)C1CCCO1)c1ccco1 (stereo unspecified)
 : -9%	8%	0%	-7%	8%	-2	-12%	5%	1%	0.3%
- CCCC(C)C(=O)Nc1ncc(S(=O)(=O)c2ccc([N+](=O)[O-])cc2)s1 (stereo unspecified)
 : 11%	-6%	2%	2%	-41%	0	3%	?	-1%	0.0%
- N/C(=N\OC(=O)c1cccc(F)c1)c1ccccc1
 : 8%	?	9%	-2%	-29%	-1	20%	?	13%	-0.4%
- CN1C(=O)c2cccc3c(N(C)C)ccc(c23)C1=O
 : ?	?	/	-10%	33%	?	?	?	5%	-0.5%
- COc1ccc(-c2nc3ccccc3c(=O)n2CCN2CCOCC2)cc1
 : -1%	14%	/	3%	-4%	-3	41%	4%	-1%	-0.4%
- C#CCSc1nc2sc3c(c2c(=O)n1C)CCC3
 : 11%	2%	-4%	-2%	3%	13	?	?	0%	-0.3%
- Cc1ccc(CSc2nnc(C)c(=O)[nH]2)cc1
 : 5%	11%	-4%	-1%	41%	-1	?	?	3%	-0.2%
- COc1ccc(-c2ccc(=O)n(Cc3ccc([N+](=O)[O-])cc3)n2)cc1
 : 6%	-5%	-26%	-4%	-10%	?	-25%	?	6%	-0.1%
- CC(NC(=O)Nc1ccc(F)cc1)C(c1cccs1)N1CCCC1 (stereo unspecified)
 : -4%	-11%	-1%[46.1 µM]	-8%	1%	18	-6%	9%	0%	-0.3%
- CCCCCCC(O)(c1ccc(OC)cc1)C(CN1CCOCC1)c1ccccc1 (stereo unspecified)
 : 0%	1%	-4%	-8%	-36%	14	-48%[inhibitor]	?	2%	-1.0%
- O=C(CCNS(=O)(=O)c1cccs1)N1CCc2ccccc2C1
 : -3%	3%	-6%	-1%	73%	-1	0%	?	-1%	0.1%
- CCOc1ccc(NC(=O)c2ccc3c(c2)N(Cc2ccc(F)cc2)C(=O)CS3=O)cc1 (stereo unspecified)
 : 7%	-7%	7%	-4%	-6%	3	6%	?	1%	-0.1%
- CCN(CC)CCNC(=O)Cn1cnc2sc(C)c(S(=O)(=O)N3CCN(c4ccccc4OC)CC3)c2c1=O
 : -4%	2%	1%	-3%	-12%	1	6%	-11%	8%	-0.2%
- CC(=O)Nc1cccc(C(=O)OC2CCOC2=O)c1 (stereo unspecified)
 : -5%	-11%	6%	0%	-5%	0	-3%	0%	1%	0.2%
- COc1ccc(CNC(=O)CCCN2C(=O)c3ccccc3C2=O)cc1
 : 4%	-4%	-21%	-4%	1%	0	5%	8%	1%	-0.1%
- COc1ccc(NC(=O)CSc2nc(O)cc(=O)n2-c2ccc(OC)cc2)cc1
 : 0%	7%	-1%	-3%	0%	0	-1%	5%	6%	-0.9%
- Cc1ccc(C)c(-n2c(Cc3cc(=O)[nH]c(=O)[nH]3)nnc2SCC(=O)NCc2ccco2)c1
 : /	/	-4%	1%	-3%	/	-32%	/	/	/
- COc1ccc([N+](=O)[O-])cc1NS(=O)(=O)c1cc(C(=O)NCc2cccnc2)ccc1Cl
 : /	-9%	2%	2%	-4%	-1	5%	0%	-5%	0.6%
- COc1ccc(-c2nc(SC(C)C(=O)NCC3CCCO3)n[nH]2)cc1 (stereo unspecified)
 : /	-1%	0%	-1%	-61%[inhibitor]	4	-2%	-11%	3%	-0.9%
- CCOC(=O)c1c(CSc2ccccc2)n(C)c2ccc(O)c(CN3CCOCC3)c12
 : -3%	0%	9%	-1%	-9%	15	1%	?	-6%	-1.1%
- CN(C)c1nc(N)nc(-c2ccco2)n1
 : 7%	-2%	-12%	-8%	23%	2	11%	-3%	-2%	-1.0%
- OCCOCCn1c2ccccc2c2ccccc21
 : 6%	-11%	-3%	-2%	-11%	10	-3%	8%	-1%	-0.4%
- CC(CCc1ccc(O)cc1)N1CCC(Oc2ccc(C(=O)N3CCCC3)cc2)CC1 (stereo unspecified)
 : 10%	16%	2%	-1%	-27%	-2	3%	17%	2%	-0.9%
- N#Cc1ccc(S(=O)(=O)N2CCN(c3ncccn3)CC2)cc1
 : 3%	-3%	-6%	-9%	-7%	-4	32%	7%	3%	0.8%
- Cc1ccc(NC(=O)CSCC(=O)N(C)CC(=O)Nc2cccc3ccccc23)cc1
 : /	-8%	-5%	-2%	-8%	-1	14%	2%	8%	-0.5%
- O=C(CC(=O)NN=Cc1ccc2c(c1)CCC2)NN=Cc1ccc2c(c1)CCC2
 : /	/	-6%	-1%	-7%	/	7%	/	/	/
- COc1ccc(Cl)cc1NC(=O)c1nnn(CC(=O)Nc2ccc(OC)c(OC)c2)c1N
 : ?	-4%	4%	5%	15%	-4	-14%	-2%	0%	0.0%
- S=C(N/N=C/c1ccc(Cl)cc1)N1CCOCC1
 : 6%	?	0%[46.1 µM]	0%	-50%	?	-18%	?	11%	3.9%
- Cc1ccc(-n2c(SCC(=O)Nc3cc(S(=O)(=O)N4CCOCC4)ccc3Cl)nc3ccccc3c2=O)cc1
 : -3%	6%	2%[46.1 µM]	-5%	-24%	0	-14%	-16%	-3%	-0.1%
- O=C(NNC(=O)NC1CCCCC1)NC1CCCCC1
 : 5%	-3%	6%	1%	9%	2	3%	?	5%	0.2%
- O=C(NC12CC3CC(CC(C3)C1)C2)N1CCN(c2ncccn2)CC1
 : 10%	-2%	4%	-5%	1%	?	-7%	1%	2%	0.1%
- CN(C)S(=O)(=O)c1ccc(N2CCCC2)c(C(=O)NNC(=O)COc2ccccc2Cl)c1
 : /	3%	-3%	0%	-23%	-2	-22%	-1%	5%	-0.1%
- O=C(NCC1CCCO1)c1nn2c(C(F)(F)F)cc(-c3ccc(Br)o3)nc2c1Br (stereo unspecified)
 : ?	0%	4%	1%	-5%	4	12%	-3%	1%	-0.3%
- O=C(NCc1ccccc1Cl)C1(S(=O)(=O)c2ccc(Cl)cc2)CC1
 : 3%	-4%	-2%	-12%	-19%	8	10%	-11%	5%	0.7%
- CCn1nnc(-c2ccccc2NC(=O)c2cc(OC)c(OC)c(OC)c2)n1
 : -4%	1%	-19%	-1%	-79%	28	23%	16µM*	4%	-1.2%
- CCOc1ccc(N(Cc2cc3cc(OC)ccc3[nH]c2=O)C(=O)C2CCCO2)cc1 (stereo unspecified)
 : -1%	15%	6%	-5%	-7%	-1	23%	-1%	3%	0.5%
- CCN(CC)S(=O)(=O)c1cc(NS(=O)(=O)c2ccc(Cl)c(C(=O)O)c2)ccc1C
 : -22%	-1%	-5%	0%	-8%	0	26%	20%	-9%	-0.1%
- CSCC[C@H](NC(=O)[C@@H]1Cc2c([nH]c3ccccc23)C2c3ccccc3C(=O)N21)C(=O)NCC1CCCO1 (stereo partly specified)
 : 5%	1%	1%	-2%	-62%	4	-2%	0%	-2%	1.4%

Copied from the list.
Under TCR activator, COc1ccc(-c2nc(SC(C)C(=O)NCC3CCCO3)n[nH]2)cc1 (stereo unspecified) has 0%
Under BRCA1 expr up, COc1ccc(CNC(=O)CCCN2C(=O)c3ccccc3C2=O)cc1 has 1%

(cont.)
Fields: MLL CXXC-DNA inh	p53 reactivation	TCR activator	PTAP TSG101 blk	BRCA1 expr up	TRPV1 agonist	a7 integrin act	ELG1 repair inh	A-T KAP1 phos	B2AR arrestin
- O=c1c2ccccc2nc2sc(Nc3cccc(Cl)c3)nn12
 : /	7%	-17%	-2%	7%	3	/	?	2%	0.1%
- COc1ccc(NS(=O)(=O)c2ccc(C)c(C(=O)NNC(=O)c3csc(N4CCOCC4)n3)c2)cc1
 : /	2%	11%	-5%	-27%	-1	-4%	3%	-3%	-0.3%
- CCOC(=O)c1cc(-c2ccccc2)sc1NC(=O)c1cc(OC)c(OC)c(OC)c1
 : -5%	0%	-13%[46.1 µM]	0%	-23%	7	22%	?	-8%	-0.7%
- CN1c2ccsc2/C(=N/Nc2ccc(F)cc2)CS1(=O)=O
 : -8%	9%	0%	-6%	8%	2	-39%	?	4%	0.0%
- CSc1ccccc1-c1nc(-c2ccncc2)no1
 : -12%	/	-11%	0%	3.2µM*	-6	?	?	-4%	-0.4%
- O=C(/C=N/NC(=O)c1ccccc1Br)c1ccccc1
 : -4%	11%	-2%	-9%	86%	3	-1%	?	-7%	-0.2%
